EBNA-1 inh: blocks EBNA-1 binding to DNA; 0.34% of 300,000 active; inhibition, % at 14.8 µM; AID 1950; EBNA-1 DNA binding, fluorescence polarization; in the data active means inhibition above about 28%
ZTA DNA inh: counter-screen for EBNA-1 inhibitors: inhibitors of Epstein-Barr virus ZTA. ZTA-DNA binding, fluorescence polarization. 0.15% of 320,000 active. P03206. inhibition, % at 11 µM. AID 2234; in the data active means inhibition above about 33%
Target sequence (P03206 whole entry, looked up): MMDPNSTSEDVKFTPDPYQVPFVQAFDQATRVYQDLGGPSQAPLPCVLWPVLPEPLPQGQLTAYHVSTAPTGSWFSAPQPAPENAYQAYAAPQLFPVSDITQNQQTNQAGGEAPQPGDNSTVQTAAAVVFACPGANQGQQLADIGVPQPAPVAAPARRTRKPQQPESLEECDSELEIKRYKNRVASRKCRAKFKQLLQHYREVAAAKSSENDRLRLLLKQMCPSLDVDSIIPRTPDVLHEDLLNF
PREPL inh: human PREPL enzyme inhibition; inhibition, % at 5.96 µM; 0.68% of 320,000 active; Q4J6C6; recombinant PREPL, fluorescence polarization activity-based probe; in the data active means inhibition above about 43%;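 further: 0% = enzyme with DMSO and 100% = wells lacking enzyme; many of its hits are not listed in these tables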
pPAFAH FP inh: inhibitors of human plasma PAF acetylhydrolase (pPAFAH). Q13093. recombinant pPAFAH, FP-rhodamine probe fluorescence polarization. inhibition, % at 3.39 µM. 1.5% of 330,000 active;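 active means inhibition above the mean inhibition across the screen plus 3 SD, cut at about 25% in these data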;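 further: inhibitors block binding of the rhodamine activity-based probe so polarization drops; 0% = enzyme with DMSO and 100% = wells lacking pPAFAH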
LYPLA1 counter: blocks human lysophospholipase 1, a PME1 counter-screen; inhibition, % at 5.9 µM; 0.16% of 320,000 active; recombinant LYPLA1, FP-Rh probe fluorescence polarization; AID 2174;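 active means inhibition above the mean of all tested compounds plus 3 SD, set per campaign, cut at about 14% in these data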;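 further: inhibitors block serine hydrolase probe labeling of LYPLA1 so polarization falls; 0% = enzyme with DMSO and 100% = wells lacking LYPLA1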
Target sequence (O75608 whole entry, looked up): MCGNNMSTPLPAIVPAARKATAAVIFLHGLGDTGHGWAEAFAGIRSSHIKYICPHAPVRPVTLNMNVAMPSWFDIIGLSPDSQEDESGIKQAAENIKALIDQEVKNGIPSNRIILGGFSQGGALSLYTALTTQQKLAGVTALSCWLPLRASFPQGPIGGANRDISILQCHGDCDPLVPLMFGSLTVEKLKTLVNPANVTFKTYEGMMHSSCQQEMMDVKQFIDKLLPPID
PAFAH2 FP inh: PAFAH2 (human) inhibition | Q99487 | recombinant PAFAH2, FP-rhodamine activity probe, fluorescence polarization | inhibition, % at 3.39 µM | 0.99% of 340,000 active;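 active means inhibition above the mean over all tested compounds plus 3 SD, cut at about 30% in these data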;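 further: inhibitors block probe labeling of enzyme so polarization drops; 0% = enzyme with DMSO and 100% = wells lacking PAFAH2 protein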
PAFAH1B2 inh: blocks human PAF acetylhydrolase 1b catalytic subunit 2; recombinant PAFAH1B2, FP-rhodamine activity probe, fluorescence polarization; inhibition, % at 3.39 µM; 1.2% of 340,000 active; P68402; AID 492953;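 active means inhibition above the mean of all tested compounds plus 3 SD, cut at about 24% in these data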;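 further: 0% = enzyme with DMSO and 100% = wells lacking PAFAH1B2; many of its hits are not listed in these tables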
Target sequence (P68402 whole entry, looked up): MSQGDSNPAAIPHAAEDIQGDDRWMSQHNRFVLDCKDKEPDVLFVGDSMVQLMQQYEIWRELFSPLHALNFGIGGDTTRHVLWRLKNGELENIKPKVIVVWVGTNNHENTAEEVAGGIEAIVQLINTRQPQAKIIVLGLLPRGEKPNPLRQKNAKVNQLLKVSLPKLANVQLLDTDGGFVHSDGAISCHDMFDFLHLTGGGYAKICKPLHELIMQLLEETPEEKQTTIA
PAFAH1B3 FP inh: PAFAH1B3 (human) inhibition; inhibition, % at 3.39 µM; Q15102; AID 492972; 0.28% of 340,000 active; recombinant PAFAH1B3, FP-rhodamine probe, fluorescence polarization;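 active means inhibition above the screen-wide average of all tested compounds plus 3 SD, cut at about 25% in these data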;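 further: 0% = enzyme with DMSO only and 100% = wells lacking PAFAH1B3 protein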
Target sequence (Q15102 whole entry, looked up): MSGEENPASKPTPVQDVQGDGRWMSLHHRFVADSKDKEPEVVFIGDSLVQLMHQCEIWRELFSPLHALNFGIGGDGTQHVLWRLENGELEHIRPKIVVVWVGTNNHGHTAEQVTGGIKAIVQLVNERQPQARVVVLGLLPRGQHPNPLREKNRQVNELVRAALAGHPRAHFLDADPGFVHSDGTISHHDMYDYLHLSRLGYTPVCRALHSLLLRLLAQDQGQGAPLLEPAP
LYPLA2 inh: LYPLA2 (human) inhibition in PME1 counter-screen | recombinant LYPLA2, FP-Rh probe fluorescence polarization | O95372 | AID 2177 | inhibition, % at 5.9 µM | 0.38% of 320,000 active;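 active means inhibition above the screen-wide mean plus 3 SD, limit set per campaign, cut at about 26% in these data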;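 further: 0% = LYPLA2 with DMSO and 100% = wells lacking LYPLA2 enzyme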
Starred values were filed as active, the others as inactive; / = not tested or not shown.

SMILES | EBNA-1 inh | ZTA DNA inh | PREPL inh | pPAFAH FP inh | LYPLA1 counter | PAFAH2 FP inh | PAFAH1B2 inh | PAFAH1B3 FP inh | LYPLA2 inh
CNc1ncc(C(=O)c2ccc(F)cc2)s1 | -15 | 5 | -10 | -5 | 1 | 1 | 5 | -3 | -6
CCc1cc(CNC(=O)C2CCC(=O)N(CCc3ccc(OC)cc3)C2)on1 (stereo not given) | -3 | -12 | -1 | -1 | -1 | -4 | -1 | 1 | 3
COc1ccccc1C(=O)Nc1ccc(S(=O)(=O)Nc2cnc3ccccc3n2)cc1 | 9 | -3 | 7 | 0 | 4 | 1 | 4 | 6 | 9
Cc1c(C(=O)OCC(=O)N2CC(C)OC(C)C2)oc2ccc(Br)cc12 (stereo not given) | 8 | 9 | 14 | 3 | 1 | 2 | 1 | -1 | -6
Nc1ccc(S(=O)(=O)Nc2ccc(S(N)(=O)=O)cc2)cc1 | -8 | -1 | 4 | -4 | -3 | -4 | 4 | -2 | -7
O=C1CCCN1CCC1CCN(C2CC(=O)N(c3ccc(F)cc3)C2=O)CC1 (stereo not given) | 2 | 7 | 3 | 0 | 1 | 9 | 5 | 10 | 6
CCCCNCCOCCOc1ccc(C)cc1[N+](=O)[O-] | 5 | -2 | 2 | 4 | 0 | 3 | 2 | 5 | 6
COc1ccc(C2(C(=O)Nc3ccc(OC)cc3OC)CCCC2)cc1 | -4 | -10 | 5 | -1 | -2 | 8 | 3 | 4 | 1
COC(=O)c1ccccc1NC(=O)CN1CCC(n2nnc3cc(F)ccc32)CC1 | -7 | 4 | -2 | 1 | -1 | 3 | 4 | -3 | -2
Cc1ccc(NC(=O)CSc2nc(=O)n(CCCN3CCOCC3)c3c2CCCC3)c(C)c1 | -5 | -15 | 1 | 4 | 0 | -5 | 2 | 1 | 2
Cc1ccccc1OCC(O)CN1CCN(CCN2C(=O)c3cccc4cccc(c34)C2=O)CC1 (stereo not given) | -13 | -19 | -17 | -8 | -3 | 4 | 1 | 0 | 39*
CC(=O)N1CCN(c2ccc([N+](=O)[O-])c(NCc3cccnc3)c2)CC1 | -6 | 3 | 5 | 1 | 0 | -4 | 0 | 5 | -4
COc1cc(C(=O)OCC(=O)c2c(N)n(C)c(=O)n(C)c2=O)ccc1OCCC(C)C | 0 | 4 | -1 | 1 | 2 | 0 | 3 | 3 | -2
CCCSc1nc2c(c(=O)n1-c1ccc(OCC)cc1)SCC2 | -1 | 12 | -7 | 3 | 0 | 4 | 2 | 7 | -4
C[C@@H]1C[C@H]2[C@@H]3CCC4=CC(=O)C=C[C@]4(C)[C@@]3(F)[C@@H](O)C[C@]2(C)[C@H]1C(=O)CO | -6 | 5 | -2 | -6 | -1 | 5 | -1 | -8 | -6
CCCc1ccc2oc(C(=O)N(Cc3nccn3C)C(C)C)c(C)c2c1 | 3 | 14 | 10 | 12 | 0 | 1 | 4 | 6 | 1
COc1cccc(-c2nnc(SCc3nc4ccccc4[nH]3)n2N)c1 | -4 | -8 | 6 | -2 | -1 | -14 | 3 | 11 | 6
Cc1cccc(N(C(=O)Cn2nnc(-c3ccccc3F)n2)C(C(=O)NC(C)(C)C)c2ccncc2)c1 (stereo not given) | -2 | -13 | 2 | -2 | -1 | -8 | 6 | 1 | -1
O=C(Nc1cccc2c1CCCC2)C1CCN(c2nnnn2-c2ccccc2)CC1 | 7 | -4 | -12 | 6 | 4 | 1 | 6 | 2 | -1
CSCC[C@H](NC(=O)C1CCN(S(=O)(=O)c2ccc(C)cc2)CC1)C(=O)NCC1CCCO1 (stereo not given in full) | -1 | -14 | 3 | 3 | -1 | 1 | 6 | 3 | -3

Some of these compounds in order of molar mass, ascending:
SMILES | EBNA-1 inh | ZTA DNA inh | PREPL inh | pPAFAH FP inh | LYPLA1 counter | PAFAH2 FP inh | PAFAH1B2 inh | PAFAH1B3 FP inh | LYPLA2 inh
C[C@@H]1C[C@H]2[C@@H]3CCC4=CC(=O)C=C[C@]4(C)[C@@]3(F)[C@@H](O)C[C@]2(C)[C@H]1C(=O)CO | -6 | 5 | -2 | -6 | -1 | 5 | -1 | -8 | -6
Cc1ccc(NC(=O)CSc2nc(=O)n(CCCN3CCOCC3)c3c2CCCC3)c(C)c1 | -5 | -15 | 1 | 4 | 0 | -5 | 2 | 1 | 2
Cc1ccccc1OCC(O)CN1CCN(CCN2C(=O)c3cccc4cccc(c34)C2=O)CC1 (stereo not given) | -13 | -19 | -17 | -8 | -3 | 4 | 1 | 0 | 39*

3 entries out of the list above, sorted by their value in PAFAH1B3 FP inh, falling:
Compound | PAFAH1B3 FP inh
COc1cccc(-c2nnc(SCc3nc4ccccc4[nH]3)n2N)c1 | 11
CCCSc1nc2c(c(=O)n1-c1ccc(OCC)cc1)SCC2 | 7
COc1ccc(C2(C(=O)Nc3ccc(OC)cc3OC)CCCC2)cc1 | 4

Later entries
SMILES | EBNA-1 inh | ZTA DNA inh | PREPL inh | pPAFAH FP inh | LYPLA1 counter | PAFAH2 FP inh | PAFAH1B2 inh | PAFAH1B3 FP inh | LYPLA2 inh
O=C(Nc1cccc(Cl)c1)Nc1nc(-c2ccccc2)cs1 | 1 | -6 | 10 | -8 | -7 | -5 | -4 | 11 | -21
O=C(CSc1nnc(CNc2ccccc2)o1)N1CCc2ccccc21 | 17 | 11 | 9 | 2 | -3 | 4 | 4 | 2 | 0
COc1ccc(NC(=O)c2cccc(S(=O)(=O)N3CCOCC3)c2)cn1 | 9 | 7 | 5 | -3 | -5 | 9 | 5 | 5 | -4
O=S(=O)(c1ccc(-c2nc3ccccc3s2)cc1)N1CCCC1 | 3 | -2 | -3 | 2 | 1 | -5 | 2 | 2 | 2
COc1ccc(C2CC(c3ccccc3)=NN2C(=O)COC(=O)c2ccc(S(C)(=O)=O)cc2)cc1 (stereo not given) | 7 | 17 | 4 | 3 | -5 | -7 | -1 | 2 | -5
COC(=O)Cn1c(=O)c(C)nc2ccccc21 | -7 | 0 | -4 | 6 | -2 | 2 | 1 | -2 | 5
COc1cc2c(cc1OC)CN(C(=O)NS(=O)(=O)c1ccc(C)cc1)CC2 | -3 | -11 | 5 | 3 | 1 | -2 | 4 | -3 | 14
Cc1ccc(S(=O)(=O)N2CCOCC2)cc1NC(=O)C1=NN(c2ccccc2)C(=O)CC1 | 0 | -14 | 9 | 2 | -3 | 0 | 2 | 1 | 8
CSc1ccccc1C(=O)Nc1ccccc1C | -1 | 5 | 3 | 0 | 1 | 9 | -4 | 0 | 7
COc1cc(C(=O)Nc2ccc(S(=O)(=O)N3CCCCC3C)cc2)cc(OC)c1OC (stereo not given) | 1 | 7 | -1 | -6 | -8 | 0 | -1 | 3 | -10
CCOc1cc(C2/C(=C(/O)c3ccc(S(=O)(=O)N4CCCCC4)cc3)C(=O)C(=O)N2CCOC)ccc1O (stereo not given) | 2 | 12 | 0 | 5 | 1 | 9 | 7 | -5 | -3
O=C(CSc1ncn[nH]1)N/N=C/c1ccc(C(F)(F)F)cc1 | 11 | 10 | 0 | 6 | -1 | -1 | 4 | -4 | -1
CCC1Oc2ccc(C)cc2N(CC(=O)N(Cc2ccc(C)o2)C2CCCC2)C1=O (stereo not given) | -10 | 23 | 9 | 5 | -2 | -3 | -2 | -4 | 4
O=C(COc1ccccc1[N+](=O)[O-])Nc1ccc2c(c1)OCO2 | -3 | -4 | 8 | 15 | -5 | 6 | -1 | 6 | -6
O=C(N/N=C/c1cccnc1)c1ccc(NC(=O)C(c2ccccc2)c2ccccc2)cc1 | 1 | 5 | 9 | -18 | -9 | -5 | 4 | 6 | -9
Cc1oc(-c2ccccc2F)nc1CS(=O)(=O)CC(=O)NCCCN(C)C1CCCCC1 | -7 | -7 | 30 | -10 | 1 | -2 | 3 | 6 | 7
CN(C)c1cccc(C(=O)OCC(=O)Nc2ccccc2-c2ccccc2)c1 | 8 | 7 | 6 | 6 | -1 | 3 | -2 | 0 | 5
COc1ccc(C2=C(Nc3ccc(F)cc3)c3ccccc3C2=O)cc1 | -3 | 0 | -5 | 0 | -1 | -3 | 2 | 1 | -5
COCCN(C(=S)Nc1c(C)cccc1C)C(C)c1cccs1 (stereo not given) | 5 | 6 | 3 | 2 | -1 | 51* | 1 | -2 | -2
CC1(C)CC(=O)C(CC(=O)Nc2ccc(S(N)(=O)=O)cc2)=C(O)C1 | -3 | -19 | 4 | -3 | 2 | 4 | 3 | 2 | 10
O=C(O)COc1c(-c2ccccc2)oc2ccccc2c1=O | -10 | -5 | 14 | -11 | 4 | -4 | 1 | 2 | 2
O=C(NC(Cc1c[nH]c2ccccc12)C(=O)O)/C(=C/c1ccc(F)cc1)NC(=O)c1ccccc1 (stereo not given) | 5 | 15 | 8 | 3 | -2 | -4 | 8 | 2 | -5
NS(=O)(=O)c1cccc(NC(=O)CC(NC(=O)c2ccccc2Cl)c2ccccc2)c1 (stereo not given) | 5 | 2 | 13 | 4 | 1 | -2 | 5 | 2 | -1
CCNC(=S)NNC(=O)c1csc2c1CCC(C)C2 (stereo not given) | 6 | -2 | 11 | -2 | 2 | 6 | 10 | 3 | 2
C[C@H](CO)N1C[C@H](C)[C@@H](CN(C)S(=O)(=O)c2ccc(F)cc2)Oc2ccc(NC(=O)Nc3ccc(C(F)(F)F)cc3)cc2C1=O | / | / | -7 | -31 | / | -77 | -55 | -80 | /
CCN1CCN(c2ccc(S(=O)(=O)N3CCCCC3)cc2NC(=O)c2cccc(C)c2[N+](=O)[O-])CC1 | -13 | -11 | 3 | 2 | 2 | 5 | 0 | -4 | 0
COc1ccc(N2C(=O)C3C4C=CC(C5CC45)C3C2=O)c([N+](=O)[O-])c1 (stereo not given) | 2 | 10 | 4 | 6 | 8 | 1 | 4 | 4 | -5
OC(c1cccs1)(c1cccs1)C1C[N+]2(CF)CCC1CC2 (stereo not given) | 4 | 0 | 6 | -1 | -3 | 8 | 0 | 9 | -4
CCOC(=O)C1=C(O)CSC1=Nc1cccc(Cl)c1 | -1 | 2 | -4 | -1 | -3 | 6 | 2 | 4 | 0
CSc1ccc(/C=N/Nc2nc(C)cc(C)n2)cc1 | -9 | -4 | 16 | -5 | 1 | 5 | 3 | 1 | 1
Cc1cccc(N=C2NC(=O)/C(=C/C=C/c3ccco3)S2)c1C | 1 | 14 | 34 | 71* | -6 | 48* | 9 | 9 | -2
O=C(NCc1ccco1)C1CCN(S(=O)(=O)c2ccccc2C(F)(F)F)CC1 | / | -2 | -2 | -2 | 1 | 3 | 9 | -1 | -1
COc1ccc(N=C2SCC(c3ccc(C)cc3)=NN2CCO)cc1 | -5 | 14 | 25 | 4 | 4 | -12 | -2 | 3 | 8
CN1C(=O)C(CC(=O)NCC2CCCCC2)SC1=Nc1ccccc1 (stereo not given) | -15 | -1 | 16 | -1 | 0 | -3 | -2 | 8 | 2
Cc1cc(NC(=O)CC2CCCC2)ccc1Br | -9 | 4 | -10 | -3 | -5 | -2 | 2 | -7 | -4
Cc1ccc(/C(O)=C2\C(=O)C(=O)N(C)C2c2ccc(Br)cc2)cc1 (stereo not given) | 3 | 3 | -1 | 2 | -2 | -2 | 0 | 5 | 2
CCOC(=O)C1CCCN(CCC(=O)Nc2ccccc2)C1 (stereo not given) | 0 | -16 | -2 | 2 | 3 | -3 | 5 | -1 | 2
O=C(NCCCCc1ccccc1)C1CC(c2ccc([N+](=O)[O-])cc2)=NO1 (stereo not given) | 4 | 11 | 15 | 14 | 0 | -1 | 7 | 0 | 21
O=C(CCS(=O)(=O)c1ccccc1)Nc1nc(-c2cccs2)cs1 | -5 | 1 | -14 | 5 | 0 | 2 | 3 | 1 | 2
CCOC(=O)[C@@H]1[C@H]2COc3ccc(Br)cc3[C@@H]2N2C(=O)N(c3cccc(Cl)c3)C(=O)[C@@]12C | / | / | -30 | -2 | / | 0 | 7 | 0 | /
Cc1ccc(-n2nc3c(=O)n(CCCC(=O)NCc4ccc(Cl)cc4)nc(C)c3c2C)cc1 | -11 | 7 | -3 | 2 | -3 | 2 | 11 | 7 | 1

A portion of the library (hit frequency here may not be typical).
